From PubChem BioAssay
USP1-UAF1 inh: inhibitors of human USP1/UAF1 deubiquitinase. recombinant USP1/UAF1, Ub-Rhodamine cleavage fluorescence. 390,000 compounds, 0.23% hits. AID 743255. O94782. Potency, µM (titrated, usually from 57.1 µM), for the others: at the highest dose activity change, negative = inhibition, usual class: inhibitors; note: potency is the fitted concentration of half-maximal effect; % is set by controls: 0 for no effect and ±100 for the full control effect; nearly all actives have a fitted effect of over 60% in size; inactives centre near -12
Target sequence (O94782 whole entry, looked up): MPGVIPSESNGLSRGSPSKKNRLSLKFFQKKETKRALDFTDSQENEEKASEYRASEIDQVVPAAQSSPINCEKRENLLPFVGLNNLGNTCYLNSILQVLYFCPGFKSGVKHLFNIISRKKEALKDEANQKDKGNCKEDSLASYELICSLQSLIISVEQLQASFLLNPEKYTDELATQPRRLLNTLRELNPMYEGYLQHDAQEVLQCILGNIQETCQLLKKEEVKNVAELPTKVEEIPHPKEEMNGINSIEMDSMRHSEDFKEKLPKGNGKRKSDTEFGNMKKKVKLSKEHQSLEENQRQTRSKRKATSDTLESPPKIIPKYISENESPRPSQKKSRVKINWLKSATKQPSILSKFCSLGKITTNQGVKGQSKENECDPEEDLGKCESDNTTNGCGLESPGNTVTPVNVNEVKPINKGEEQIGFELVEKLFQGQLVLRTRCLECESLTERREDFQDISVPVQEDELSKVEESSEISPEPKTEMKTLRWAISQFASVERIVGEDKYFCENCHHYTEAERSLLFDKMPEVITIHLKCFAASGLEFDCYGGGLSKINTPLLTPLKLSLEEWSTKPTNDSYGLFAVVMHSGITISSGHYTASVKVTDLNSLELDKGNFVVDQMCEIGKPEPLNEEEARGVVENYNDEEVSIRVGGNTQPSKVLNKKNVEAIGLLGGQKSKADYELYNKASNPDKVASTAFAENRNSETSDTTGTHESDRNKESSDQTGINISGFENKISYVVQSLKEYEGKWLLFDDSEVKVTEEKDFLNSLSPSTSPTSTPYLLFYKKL
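USP1/UAF1 complex (1 nM) preincubated 15 min at room temperature with compound, then Ub-Rho substrate (150 nM final) added. Kinetic fluorescence at 480/540 nm over 6 reads at 60 s intervals; 50 mM HEPES pH 7.8, 0.5 mM EDTA, 0.1 mg/ml BSA, 1 mM TCEP, 0.01% Tween-20.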
TrxR1 substrate: rat thioredoxin reductase 1 substrate activity; AID 588456; O89049; purified TrxR1 substrate turnover, NADPH consumption readout; 390,000 compounds, 0.01% hits; Potency, µM (highest dose often 114 µM), for inactives: top-dose activity change, negative = substrate turnover; note: potency is the fitted concentration of half-maximal effect; % is set by controls: 0 for no effect and ±100 for the full control effect; nearly all actives have a fitted effect of over 50% in size
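Rat TrxR1, dispensed at 90 nM, was prereduced with 400 uM NADPH (final) for 5 min at ~22 deg C, then incubated with compound 15 min before 400 uM selenite. A first-read NADPH fluorescence drop versus no-compound background flagged substrates.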
PI4K2A inh: inhibitors of human PI4K2A | activity change, negative = inhibition, % at 76.9 µM | purified PI4K2A, ADP-Glo luminescence, 1 h; active compounds read low | 420,000 compounds, 0.13% hits | Q9BTU6; in the data active = activity change below about -50%; inconclusive = mostly about -30% to -49%;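 note: -100% = wells without enzyme as full effect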
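PI4K2A activity was measured by ADP-Glo luminescence: enzyme (4 ug/mL stock) and phosphatidylinositol (1.2 mM stock) in Tris pH 7.5/MgCl2/EGTA/Triton X-100 buffer were reacted with ATP (300 microM stock) for one hour at ambient temperature.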
rTrxR1 inhibitor: rat TrxR1 inhibition. O89049. Potency, µM (series often up to 114 µM), inactives show at the top dose activity change, negative = inhibition, most hits filed as inhibitors. 390,000 compounds, 1% hits. recombinant rTrxR1, NADPH fluorescence consumption, selenite substrate; note: potency is the fitted concentration of half-maximal effect; % is set by controls: 0 for no effect and ±100 for the full control effect; nearly all actives have a fitted effect of over 65% in size
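Rat TrxR1 (90 nM in the dispensed reagent) was pre-reduced with 400 uM NADPH for 5 min at room temperature, then incubated with compound for 15 min. After 400 uM selenite was added, NADPH fluorescence (Ex 340/Em 450 nm) was followed for 8 min.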
TRHR enhancer: allosterically enhances the human TRH receptor | P34981 | TRHR cells, fluo-8 calcium fluorescence, EC20 TRH enhancement | enhancement, % at 2 µM | 360,000 compounds, 0.66% hits | AID 493056; in the data active = enhancement above about 30%; note: 0% is about no effect
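Enhancer read-out: after compound pinning and an initial kinetic agonist-mode read, an EC20 of TRH (10 nM final) was injected and fluo-8 calcium signal (Ex 480/Em 530) followed at 1 s/cycle for 100 cycles in TRHR-expressing cells.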
TRHR ag: agonists of human TRH receptor; TRHR cells, calcium flux fluo-8, FDSS agonist mode; activation, % at 2 µM; 360,000 compounds, 0.18% hits; AID 493084; in the data active = activation above about 30%; note: 0% is about no effect
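Fluo-8-loaded TRHR cells; 10 s baseline, compound added, kinetic Ca2+ fluorescence read 1/s, agonist mode.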
D2 agonist: D2 dopamine receptor (human) agonism | P14416 | HEK293 T-REx D2 cells, calcium flux agonist mode | activation, % at 2 µM | 340,000 compounds, 0.53% hits;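 active = activation over 3 SD above normal in the single-dose calcium agonist read, cut at about 30% in these data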; note: 0% is about no effect
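HEK293 Trex D2 cells, tetracycline-induced, o/n 30 C 5% CO2; no-wash Ca dye, RT 30–90 min; 10-cycle baseline, 23 nl cpd added, kinetic Ca read 180 s; agonist hits = positive Ca response.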
D2 antag: D2 dopamine receptor (human) antagonism; HEK293 TREx D2 cells, calcium flux, dopamine EC80; inhibition, % at 10 µM; 340,000 compounds, 2% hits; AID 485344; in the data active = inhibition above about 30%; note: 0% is about no effect
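Overnight-induced (tetracycline, 30 C) HEK293 T-REx cells carrying force-coupled D2 receive a no-wash calcium dye, then compound, then EC80 dopamine at 180 s; signals are read kinetically throughout.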
IDH1 R132H inh: human IDH1 R132H inhibition. 390,000 compounds, 0.093% hits. Potency, µM (titrated, usually from 76.6 µM), inactives show at the highest dose activity change, negative = inhibition, most hits filed as inhibitors. IDH1-R132H enzyme, NADPH consumption, diaphorase/resazurin fluorescence. AID 602179; note: potency is the fitted concentration of half-maximal effect; % is set by controls: 0 for no effect and ±100 for the full control effect; nearly all actives have a fitted effect of over 65% in size
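IDH1-R132H (0.5 ug/mL dispensed) in pH 7.5 Tris buffer was preincubated 30 min with compound, then given a substrate mix of 0.016 mM NADPH and 2 mM alpha-KG for 80 min at room temperature; remaining NADPH was read by diaphorase/resazurin fluorescence.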
An asterisk follows results filed as active; ? = inconclusive; · = no result given; [ ] = dose if it differs, or a comment. Unless noted, calls come from the whole dose curve; as a rule, active = well fitted inhibition curve with a large enough effect; inconclusive = small, poorly fitted or top-dose-only effect; inactive = no such curve, though single readings can be large or run the other way.

SMILES	USP1-UAF1 inh	TrxR1 substrate	PI4K2A inh	rTrxR1 inhibitor	TRHR enhancer	TRHR ag	D2 agonist	D2 antag	IDH1 R132H inh
Cc1c(C(c2ccc(N(C)C)cc2)c2c(C)n(C)n(-c3ccccc3)c2=O)c(=O)n(-c2ccccc2)n1C	?	4%	-18	-4%	-1	2.2	-0.1	1	0%
O=C(CN1C(=O)c2ccccc2S1(=O)=O)NCc1ccccn1	-2%	7%[57.1 µM]	-9	2%[57.1 µM]	-4	0.4	-0.7	-14	9%
CCOC(=O)c1c(-c2ccc(C)o2)csc1NC(=O)CN1CCCCC1	-26%	9%[57.1 µM]	16	-59%	6	0.7	1.4	1	-1%
CCN(CC(=O)Nc1ccc(NC(C)=O)cc1)C(=O)c1cccc(S(=O)(=O)N2CCCC2)c1	-4%	7%[57.1 µM]	2	1%[57.1 µM]	-6	0.0	0.1	-3	-6%
COc1cc(C)ccc1OCCSc1nc2ccc(NC(=O)c3cccs3)cc2s1	-26%	16%	-2	49%[activator]	3	-0.9	1.6	·	3%
CCCOc1ccccc1C(=O)N1CCCCC1CCN1CCOCC1 (stereo unspecified)	2%	3%	-2	18%	7	0.9	0.4	·	1%
N=c1c(S(=O)(=O)c2ccc(Cl)cc2)cc2c(=O)n3ccccc3nc2n1C1CCCC1	-17%	3%	-3	18%	-2	3.6	2.6	2	-6%
O=C(N1CCOCC1)N1CCN(c2ccccc2F)CC1	-8%	7%[57.1 µM]	-62*	24%[57.1 µM]	0	0.5	0.8	26	1%
COc1ccc(-c2csc(Cc3nnc(N4CCOCC4)n3-c3ccccc3)n2)cc1	-15%	9%[57.1 µM]	-1	-1%	3	-0.2	-1.0	-5	5%
CCOC(=O)c1c(N)sc2c1CCS(=O)(=O)C2	-7%	2%[57.1 µM]	4	-8%[57.1 µM]	2	0.2	0.6	-8	13%
CN(CC(=O)Nc1ccccc1Br)C(=O)c1cccc(S(=O)(=O)N2CCc3ccccc32)c1	-8%	-3%	5	5%	·	·	·	·	3%
COc1ccc(C(=O)NC(=S)Nc2ccc3oc(=O)ccc3c2)cc1OC	-1%	7%	-4	-6%	6	-0.3	-0.5	6	0%

Single records, as listed above:
Profile of `O=C(CN1C(=O)c2ccccc2S1(=O)=O)NCc1ccccn1` : USP1-UAF1 inh = -2%; TrxR1 substrate = 7%[57.1 µM]; PI4K2A inh = -9; rTrxR1 inhibitor = 2%[57.1 µM]; TRHR enhancer = -4; TRHR ag = 0.4; D2 agonist = -0.7; D2 antag = -14; IDH1 R132H inh = 9%
Profile of `CN(CC(=O)Nc1ccccc1Br)C(=O)c1cccc(S(=O)(=O)N2CCc3ccccc32)c1` : USP1-UAF1 inh = -8%; TrxR1 substrate = -3%; PI4K2A inh = 5; rTrxR1 inhibitor = 5%; TRHR enhancer = ·; TRHR ag = ·; D2 agonist = ·; D2 antag = ·; IDH1 R132H inh = 3%

Remaining list, next part
SMILES	USP1-UAF1 inh	TrxR1 substrate	PI4K2A inh	rTrxR1 inhibitor	TRHR enhancer	TRHR ag	D2 agonist	D2 antag	IDH1 R132H inh
CC(C)(C)NC(=O)/C=N/O	-4%	-4%	-4	-7%	0	-0.9	-0.2	-11	2%
CCOC(=O)C1CCN(C(=O)c2cc(COc3ccc(OC)c4ccccc34)on2)CC1	-17%	-10%	2	4%	-2	-0.2	0.8	4	22%
CCn1ccc2cc(S(=O)(=O)N3CCCN(C(=O)Nc4cc(Cl)ccc4C)CC3)ccc21	-24%	-5%[57.1 µM]	4	-4%[57.1 µM]	-4	0.0	-0.3	·	-7%
O=C(Nc1ccccc1C(=O)Nc1ccncc1)c1cccc([N+](=O)[O-])c1	-4%	1%	2	-2%	7	0.8	·	·	2%
CN(C)CCNC(C(=O)Nc1cccc(S(=O)(=O)N2CCOCC2)c1)c1ccccc1 (stereo unspecified)	-6%	8%	3	30%	36*	0.9	0.8	-32	12%
Cc1cc(SCC(=O)OCC(=O)N(C)c2ccccc2)nc2ccccc12	-13%	-11%	6	-1%	3	-1.0	0.0	11	-6%
Cc1oc(-c2ccccc2F)nc1CS(=O)(=O)CC(=O)NC1CCCC(C)C1C (stereo unspecified)	-20%	-1%	5	2%	-4	0.5	-0.1	2	0%
CCOC(=O)c1[nH]c(C)c(CCC(=O)NCc2cccc(Cl)c2)c1C	-6%	-2%[57.1 µM]	0	10%[57.1 µM]	1	-0.6	-0.3	·	-3%
Cc1nn(C)c(Oc2ccccc2)c1CCNC(=O)CC(C)C	-8%	-21%[57.1 µM]	-3	16%[57.1 µM]	4	-2.1	-1.4	4	12%
COc1ccccc1NS(=O)(=O)c1cc(NC(=S)NCC2CCCO2)ccc1C (stereo unspecified)	-8%	6%[57.1 µM]	1	8%[57.1 µM]	1	0.2	-1.7	-7	3%
CCN1CCN(C(c2ccc(Cl)cc2)c2c(O)cc(C)n(CCOC)c2=O)CC1 (stereo unspecified)	-12%	11%[57.1 µM]	2	?	8	0.1	-0.2	·	-1%
O=C(COc1ccc(Br)cc1)N1CCC(c2ccccc2)C1 (stereo unspecified)	-3%	-10%	0	-13%	10	-1.2	0.3	4	5%
O=C1NCCCC1C(=O)N/N=C/c1cccc([N+](=O)[O-])c1 (stereo unspecified)	1%	0%[57.1 µM]	4	5%[57.1 µM]	-6	-0.2	-0.1	10	17%
COc1ccccc1N1CCN(C(=O)CN2C(=O)c3cccc4cccc(c34)C2=O)CC1	-13%	-3%	-4	11%	-7	-1.5	0.2	13	-1%
C=C(C)COc1ccc(-c2nc(N)ncc2-c2ccccc2OC)c(O)c1	-17%	-12%	6	8%	11	0.2	-0.1	-12	1%
O=c1cc(CSc2nnnn2-c2ccccc2)nc2nc[nH]n12	-6%	9%	-9	21%	3	-2.7	1.6	-28	7%
Cc1nn(-c2nc3ccccc3s2)c(N)c1Sc1ccc(F)cc1	8%	-5%	-4	-3%	-7	0.1	-0.1	13	-1%
COc1ccc(C(CNC(=O)c2ccc(NS(=O)(=O)c3ccc(F)c(C)c3)cc2)N2CCOCC2)cc1 (stereo unspecified)	-11%	-12%	1	-8%	-4	0.1	0.3	-1	-2%
CCn1ccnc1CN(C)C(=O)c1cc(COc2ccc(-n3cncn3)cc2)on1	-23%	0%	-5	13%	4	-0.1	0.7	-9	11%
NNC(=O)c1cn2ccccc2n1	-20%	1%	-1	-4%	-2	0.7	0.4	18	5%
COc1ccc(-n2c(=O)c(NC(=O)c3ccccc3)c3n(c2=S)CCCCC3)cc1	-3%	-11%[57.1 µM]	2	25%[57.1 µM]	1	-0.1	0.9	-9	9%
CC(C)[C@H](NC(=O)c1ccccc1)C(=O)NCCc1ccccc1	-3%	1%	-3	22%	1	0.2	-3.3	3	2%
CC(=O)NC(C)Cc1cn(Cc2ccccc2)c2ccccc12 (stereo unspecified)	-24%	15%[57.1 µM]	3	9%[57.1 µM]	2	-1.0	-0.8	3	10%
Clc1ccc(CNc2ncnc3onc(-c4ccc(Cl)cc4)c23)cc1	-19%	-8%	-7	-4%	14	1.5	0.3	·	9%
Cc1onc(-c2ccccc2Cl)c1C(=O)Nc1ccccc1	4%	3%[57.1 µM]	0	4%[57.1 µM]	-8	-0.3	0.2	-23	3%
O=C(COc1ccccc1Br)NC(=O)NC1CCCC1	1%	-12%[57.1 µM]	-6	-5%	13	0.0	-2.3	14	-6%
N#Cc1c(N)n(-c2cccc(Cl)c2)c2nc3ccccc3nc12	?	24%	1	29%	0	-0.1	-1.1	·	8%
Cc1cc(C)n2nc(C(=O)OCC(=O)Nc3ccc(C)c(S(=O)(=O)N(C)C)c3)nc2n1	0%	-15%	2	-19%	18	-0.2	0.1	-11	-5%
CC1(c2ccccc2)NC(=O)N(CC(=O)Nc2ccc(S(=O)(=O)Nc3ncccn3)cc2)C1=O (stereo unspecified)	-13%	0%	-2	13%	1	0.4	53*	50*	-2%
c1ccc(-c2cnc(-c3ccccc3)nc2)cc1	-7%	11%[57.1 µM]	0	15%[57.1 µM]	1	1.2	0.2	-17	1%
O=C(CC1Oc2ccc(Cl)cc2NC1=O)NCc1ccccc1 (stereo unspecified)	-7%	10%	1	30%	4	-0.3	1.5	·	-2%
CC(=O)Nc1ccc(S(=O)(=O)NCCC(=O)Nc2cccc(Cl)c2)cc1	-5%	-12%	0	19%[57.1 µM]	-4	0.4	0.6	-1	-4%
Cc1ccccc1NC(=O)C1CCCN(S(=O)(=O)c2ccc3c(c2)C(C)(C)C(=O)N3C)C1 (stereo unspecified)	-28%	3%	-3	13%	-3	-0.6	0.3	9	17%
CN(C)C(=O)c1cccc(-c2csc(N3CCC(C(N)=O)CC3)n2)c1	·	-5%	3	6%	8	-0.4	·	·	·
O=C(NCCc1ccc2c(c1)OCCO2)c1cc2ccccc2o1	-4%	3%	0	1%	-3	-1.2	0.3	5	1%

4 of the compounds above, with values under each structure.
Order of values: USP1-UAF1 inh, TrxR1 substrate, PI4K2A inh, rTrxR1 inhibitor, TRHR enhancer, TRHR ag, D2 agonist, D2 antag, IDH1 R132H inh
> c1ccc(-c2cnc(-c3ccccc3)nc2)cc1
 : -7%, 11%[57.1 µM], 0, 15%[57.1 µM], 1, 1.2, 0.2, -17, 1%
> O=C(CC1Oc2ccc(Cl)cc2NC1=O)NCc1ccccc1 (stereo unspecified)
 : -7%, 10%, 1, 30%, 4, -0.3, 1.5, ·, -2%
> CC(=O)Nc1ccc(S(=O)(=O)NCCC(=O)Nc2cccc(Cl)c2)cc1
 : -5%, -12%, 0, 19%[57.1 µM], -4, 0.4, 0.6, -1, -4%
> Cc1ccccc1NC(=O)C1CCCN(S(=O)(=O)c2ccc3c(c2)C(C)(C)C(=O)N3C)C1 (stereo unspecified)
 : -28%, 3%, -3, 13%, -3, -0.6, 0.3, 9, 17%
